Source: PubChem BioAssay (several laboratories)
MRP1 act: activates MRP-1 | H69AR cells + doxorubicin, viability rescue, CellTiter-Glo | viability increase, % at 10 µM | 140,000 tested, 0.61% active;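 active means viability gain under doxorubicin at or above a set limit, the compound median plus 3 SD, cut at about 4.7% in these data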;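 further: MRP-1 overexpressing cells given doxorubicin 25 µM after compound pretreatment; 18-22 h compound pretreatment then 72 h with doxorubicin before readout; 0% = doxorubicin-only wells and 100% = vehicle-treated cells without doxorubicin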
Measles CPE: protection of cells from measles virus; Measles virus-infected cells, CPE protection, absorbance; protection (pct of control), % at 4 µM; 140,000 tested, 1.5% active; AID 841; in the data active means protection mostly above about 24%, no sharp cut-off; inactive means mostly below about 26%; further: some compounds called inactive have numbers as strong as hits
GALR2 blocker: antagonists of human galanin receptor 2 (GALR2); O43603; GALR2-expressing cells, antagonist mode; inhibition, % at 4 µM; 140,000 tested, 0.39% active; AID 828; in the data active means inhibition above about 27%;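 further: cells stimulated with galanin 1-16 at roughly its EC80; 0% = agonist challenge control and 100% = basal control without agonist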
Target sequence (O43603 whole entry, looked up): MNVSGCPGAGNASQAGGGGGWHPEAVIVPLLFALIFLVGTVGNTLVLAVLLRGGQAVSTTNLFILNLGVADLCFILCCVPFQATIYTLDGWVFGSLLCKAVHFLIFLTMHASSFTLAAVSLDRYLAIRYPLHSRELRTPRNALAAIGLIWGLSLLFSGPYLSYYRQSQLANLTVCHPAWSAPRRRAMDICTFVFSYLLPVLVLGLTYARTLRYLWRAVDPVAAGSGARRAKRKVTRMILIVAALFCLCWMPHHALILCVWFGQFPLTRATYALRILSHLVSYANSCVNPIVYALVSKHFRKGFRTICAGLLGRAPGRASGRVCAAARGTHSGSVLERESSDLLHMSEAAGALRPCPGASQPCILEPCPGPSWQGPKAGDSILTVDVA
E-sel TNF inh: blocks E-selectin expression induced by TNF alpha | AID 1246 | 120,000 tested, 0.71% active | inhibition, % at 2 µM | HUVEC TNFa-induced E-selectin immunofluorescence, high content;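 active means inhibition above the batch mean plus 3 SD, and confirmed as a hit on visual image review, cut at about 43% in these data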;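 further: 0% = TNF-stimulated DMSO wells and 100% = unstimulated control wells; not every result past the cut was called active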
Yeast growth inh: chemicals that inhibit yeast BB579 growth in restrictive medium (lifespan-shortening candidates). S. cerevisiae BB579 growth, OD615, 48 h. inhibition, % at 10 µM. 140,000 tested, 0.51% active. AID 804;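 active means inhibition above a set limit, 3 SD over the mean compound inhibition, cut at about 44% in these data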; further: inactives centre near -24
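Assay system: S. cerevisiae DeaD strain BB579 yeast. Medium: CSMM-D restrictive synthetic medium containing dextrose (glucose). Times: 4 h cell preincubation, 48 h compound exposure, 30 °C humidified. Signal: OD615 turbidity measurement. Benchmarks: positive control amphotericin B 10 µg/mL.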
Phagocytosis inh: macrophage phagocytosis inhibition | 110,000 tested, 0.07% active | J774A.1 macrophage IgG-bead phagocytosis, imaging | inhibition, % at 5 µM;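 active means inhibition above the mean of the plate negative controls plus 5 SD, cut at about 13% in these data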;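 further: phagocytic index as fraction of beads internalized from green versus red external bead signal; plate controls were DMSO negative control for no effect and cytochalasin-D positive control for full effect; some results beyond the cut were filed as inactive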
PTEN del growth: growth suppressors of cells with PTEN tumor suppressor deletion. 140,000 tested, 1.2% active. HCT116 PTEN-null viability, CellTiter-Glo, 60 h; hits give low values. viability, % at 10 µM;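 active means viability at or below a set limit, 4 SD under the median of all tested compounds, cut at about 3.7% in these data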;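 further: PTEN knockout HCT116 line with beta catenin targeted HCT116 as companion control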
Yeast life ext: extends the lifespan of yeast. S. cerevisiae growth with nicotinamide, OD615; deaD strain in restrictive glucose medium. inhibition of the nicotinamide effect, % at 10 µM. 130,000 tested, 0.68% active;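 active means inhibition above a set limit, placed 3 SD over the median of all compounds, cut at about 26% in these data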;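 further: 0% = nicotinamide-treated wells and 100% = cells grown without nicotinamide; some compounds called inactive have numbers as strong as hits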
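assay system = DeaD-strain S. cerevisiae | measured by = absorbance at 615 nm | probe or stimulus = nicotinamide 1.5 mM | buffer or medium = CSMM-D glucose medium, restrictive | times = 48 h at 30 °C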
NPY-Y2 antag: NPY-Y2 (human) receptor antagonism | NPY-Y2 expressing cells, antagonist mode | P49146 | 140,000 tested, 0.99% active | inhibition, % at 2.7 µM; in the data active means inhibition above about 17%;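 further: 0% = vehicle with agonist challenge and 100% = reference antagonist with challenge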
Target sequence (P49146 whole entry, looked up): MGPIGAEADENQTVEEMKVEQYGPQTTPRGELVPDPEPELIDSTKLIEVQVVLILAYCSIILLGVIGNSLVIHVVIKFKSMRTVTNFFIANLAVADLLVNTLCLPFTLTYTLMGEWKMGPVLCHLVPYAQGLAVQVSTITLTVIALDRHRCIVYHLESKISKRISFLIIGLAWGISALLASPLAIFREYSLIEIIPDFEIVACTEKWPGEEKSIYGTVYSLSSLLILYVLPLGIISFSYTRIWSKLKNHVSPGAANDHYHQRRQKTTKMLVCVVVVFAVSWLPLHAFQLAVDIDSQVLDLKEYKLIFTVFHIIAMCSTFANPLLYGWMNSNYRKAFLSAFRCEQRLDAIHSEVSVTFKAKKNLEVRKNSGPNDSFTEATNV
HCT116 bCat-KO: beta-catenin-lacking colon tumor cell growth suppression; HCT116 beta-catenin knockout viability, CellTiter-Glo, 60 h; hits give low values; viability, % at 10 µM; 140,000 tested, 1.5% active;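 active means viability at or under a set limit, the compound median less 4 SD, cut at about 6% in these data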;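 further: 0% = Hyamine 1622 control at 20 µM and 100% = untreated cell control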
Active calls of the source: *; nt = not tested or not shown. Not a hit list; about 6.2% have a hit in one of these screens.

SMILES	MRP1 act	Measles CPE	GALR2 blocker	E-sel TNF inh	Yeast growth inh	Phagocytosis inh	PTEN del growth	Yeast life ext	NPY-Y2 antag	HCT116 bCat-KO
Nc1ccc(-n2nncc2-c2ccc(Cl)cc2)cc1	-1.1	9	-4	-2	-3	-2	89	-8	5	93
Cn1cccc1CC(=O)NNC(=O)Nc1ccc(F)cc1	-0.4	21	5	nt	-30	-10	103	1	12	94
COc1ccccc1N1C(N)=NC(N)=NC1(C)C	-2.7	21	-10	-1	16	nt	103	-1	-1	92
CCC(C(=O)Nc1nccs1)c1ccccc1 (stereo not given)	-0.1	9	-4	-38	-20	0	86	-2	2	83
Cc1nc(-c2ccccc2)sc1C(=O)/C=C/c1ccccc1	-6.1	5	9	-44	-32	2	6	-15	7	4.4*
Cc1cc(=O)[nH]c(SCc2cc(=O)n3nc(C)sc3n2)n1	-0.7	6	-8	-3	-2	0	86	-10	1	87
CCSc1cc(N2CCCC2)nc(-c2cccc(C)c2)n1	-1.0	7	4	nt	-23	-3	104	-2	2	99
N#Cc1ncc(C(F)(F)F)cc1Sc1ccccc1N	-1.8	16	-4	nt	-53	-1	92	-10	2	84
O=C1COc2ccc(-c3csc(NCC4CCCO4)n3)cc2N1 (stereo not given)	-2.9	4	7	3	-22	0	87	-7	0	85
COC(=O)c1sccc1NC(=O)C1CC2CCC1C2 (stereo not given)	-2.4	15	-21	-6	-19	3	95	2	7	102
O=C(COC(=O)c1ccccc1NC(=O)c1ccco1)NCc1ccc2c(c1)OCO2	-2.2	3	5	8	-15	-1	99	-17	6	97
Cc1ccc(S(=O)(=O)/C(C#N)=C/c2ccccc2OCc2ccccc2)cc1	-4.0	15	-4	-22	-27	-2	84	20	-1	78
O=C(C1=C(c2ccccc2)C(=O)c2ccccc2C1=O)c1ccccc1	-4.9	6	7	-5	-37	-5	1.5*	1	-1	1.5*
N#CCC(=O)NCC1(c2ccccc2)CCCC1	-1.3	18	-14	12	-8	0	98	-10	0	91
CC(=O)c1ccc(NC(=O)COC(=O)c2ccccc2N=Nc2ccc(N(C)C)cc2)cc1	-4.8	18	-1	9	-17	9	75	-5	-6	71
O=C(OCC(=O)c1cccs1)c1cccc(C(=O)OCC(=O)c2cccs2)n1	-0.5	3	-1	14	-47	0	94	-12	1	95
COc1ccccc1/C=N/NC(=O)CC(=O)Nc1ccc(Cl)c(Cl)c1	-1.4	15	-5	-26	-20	-4	96	-8	6	86
CC(NC(=O)Cc1cccs1)c1ccc2c(c1)OCO2 (stereo not given)	-0.5	12	4	4	-43	-2	116	1	1	97
O=C(CCN1C(=O)COc2ccccc21)NCCC1=CCCCC1	-0.2	nt	6	-18	-76	0	95	-12	2	96
COC(=O)CSC1=C(C#N)C(c2ccsc2)CC(=O)N1 (stereo not given)	-4.8	16	19	2	-27	nt	48	nt	-1	54
CCCN1C(=O)C(Cc2nc3ccccc3c(=O)n2-c2ccccc2)c2ccccc21 (stereo not given)	-2.6	8	-8	nt	-45	-16	71	10	5	75
CCOC(=O)COn1c(=O)c(-c2ccco2)[n+]([O-])c2ccccc21	-2.5	14	11	nt	4	0	96	-5	2	97
COCCn1c(SCC(=O)N2CCCc3ccccc32)nc2cccnc21	-1.6	3	6	20	-15	-2	81	-6	0	77
Cc1cc(=O)[nH]c(SCc2nnc(-c3ccccc3)o2)n1	0.2	7	0	6	24	-1	93	-4	4	92
COc1ccc(CCNC(=O)Cc2cc(OCc3ccccc3)c(OC)cc2[N+](=O)[O-])cc1OC	-0.7	4	19	-41	-45	-1	90	-18	1	89
N#CNC(=Nc1cccc(F)c1)SCc1ccccc1	-3.0	11	-6	15	-6	-2	87	-1	2	89
Cc1c(/C=N/NC(=O)c2cccnc2)c2ccccn2c1C(=O)c1ccc(F)cc1	-1.9	28	-3	-33	4	-5	50	8	1	63
Cc1ccc(C(=O)/C=C/Nc2cccc([N+](=O)[O-])c2)o1	-0.5	9	5	3	-42	-5	80	-3	0	80
Cc1nn(-c2ccc(F)cc2F)c2c1-c1nc(N3CCCC3)ncc1CC2	-3.3	2	-4	-4	-74	0	85	-21	6	83
Cc1cc(OC(=O)c2ccc(Cl)cc2)cc(=O)n1C	-2.8	7	0	-61	18	nt	102	-16	7	93
COc1ccccc1OCc1csc(NC(=O)c2ccco2)n1	0.5	5	10	7	12	1	98	-10	0	101
O=C1c2ccccc2C(=O)N1CCSc1ccccc1	2.4	3	2	23	-14	0	89	-10	1	95
CCc1nc(N[C@@H](Cc2c[nH]c3ccccc23)C(=O)O)c2oc3ccccc3c2n1	-0.9	5	16	-8	-17	-1	84	-10	1	72
CCOC(=O)CSc1nc(N)c(C#N)c(-c2ccc(OC)cc2)c1C#N	0.7	2	2	nt	-25	0	96	0	-4	90
COc1ccc(C2C(C#N)=C3NC(=O)c4c(sc5c4CCCCC5)N3C3=C2C(=O)CC(C)(C)C3)cc1 (stereo not given)	-3.5	31	2	-63	-57	nt	19	-12	5	20
COc1ccccc1Oc1ccc2c(c1)C(=O)N(c1cccc3ncccc13)C2=O	0.9	8	15	nt	-22	0	83	-7	1	85
COCCCNc1nc2c(c(=O)[nH]c(=O)n2C)n1CC(O)COc1cccc(C)c1 (stereo not given)	-0.7	5	1	nt	-8	0	92	-12	1	97
COc1ccc(-c2cn3nc4c(nc3n2)CCCC4)cc1	-1.6	4	31*	-7	-77	-1	89	-6	1	78
C/C(=N/O)c1ccc2c(c1)OCCOCCOc1cc(/C(C)=N/O)ccc1OCCOCCO2	-3.2	7	-13	1	-44	-9	60	1	1	56
CCOC(=O)c1ccc(NC(=O)c2cnccn2)cc1	-0.6	7	-20	-27	-17	-1	108	-19	2	98
CCN(CC)C(=O)CSC1=N/C(=C/c2ccco2)C(=O)N1c1ccc(OC)c(Cl)c1	-4.0	12	1	-3	-2	-7	51	0	12	56
COc1ccc(Oc2ccccc2C=O)cc1	-4.6	3	0	11	-31	nt	12	-13	-1	12
N/C(=N/OCC(=O)Nc1cccc2ccccc12)c1nonc1N	-3.8	7	9	-10	-41	1	94	-24	-1	100
COc1cc(-c2nnc(COC(=O)c3cc(C)nc4ccc(C)cc34)o2)cc(OC)c1OC	-3.4	17	-25	9	-31	-1	93	-8	3	82
Cc1c(C(=O)N/N=C/c2ccc(Cl)cc2)[nH]c2ccc(Cl)cc12	-4.2	2	20	16	-51	nt	14	4	9	17

An excerpt from above with just Yeast life ext, Yeast growth inh and GALR2 blocker:
compound | Yeast life ext | Yeast growth inh | GALR2 blocker
COC(=O)c1sccc1NC(=O)C1CC2CCC1C2 (stereo not given) | 2 | -19 | -21
Nc1ccc(-n2nncc2-c2ccc(Cl)cc2)cc1 | -8 | -3 | -4

Going on with the list:
SMILES	MRP1 act	Measles CPE	GALR2 blocker	E-sel TNF inh	Yeast growth inh	Phagocytosis inh	PTEN del growth	Yeast life ext	NPY-Y2 antag	HCT116 bCat-KO
Cc1ccc(S(=O)(=O)NNC(=O)CCC(=O)Nc2ccc(C)cc2C)cc1	0.3	2	-5	nt	-27	-6	88	2	2	81
O=C1Nc2ccccc2Oc2cc([N+](=O)[O-])cc(Oc3ccccc3)c21	-0.2	11	-4	-8	-11	-3	76	-5	-1	62
Cc1ccc(NC(=O)CSc2nc3ccccc3c(=O)n2CCCC(=O)N2CCCC2)cc1	-2.8	2	-12	nt	-91	0	39	5	1	36
CCCCC(=O)N/N=C(\C)CC(=O)Nc1ccccc1Br	-1.8	12	-2	nt	-24	-4	90	4	3	98
O=C(C1CCCO1)N1CCN(C(=S)Nc2ccc(Cl)c(Cl)c2)CC1 (stereo not given)	-1.9	7	14	nt	-24	nt	96	-4	-1	88
CCn1c(C)nc2cc(C(=O)OCCC(F)(F)F)ccc21	-1.3	12	9	nt	-30	-1	102	-7	4	99
Cc1cc(C)c(C#N)c(N2CCN(CCOc3ccc(Cl)cc3)CC2)n1	-0.3	19	-14	-6	-42	2	82	-2	8	90
O=C(CCn1cnc2ccccc2c1=O)Nc1ccc2c(c1)OCCO2	-3.9	7	-5	-31	5	-1	92	-2	2	96
COc1ccc(-c2nc(-c3ccccc3)c(-c3cc([N+](=O)[O-])ccc3C)[nH]2)cc1OC	-0.6	6	-11	24	-42	1	41	-10	-1	54
COc1ccccc1NC(=O)N1CCc2[nH]c3ccc(F)cc3c2C1	0.2	8	12	24	-27	0	93	-12	7	95
OCCNc1nc(-c2ccccc2)c2ccccc2n1	-2.7	3	2	-25	-2	1	82	-27	3	92
O=C(NC(=O)c1ccc(F)cc1)Nc1nc(-c2cccs2)cc(C(F)(F)F)n1	-0.2	6	-1	-2	-10	nt	33	0	2	74
Cc1c(Cl)ccc(S(=O)(=O)N2CCN=C2c2ccccc2)c1Cl	-2.4	6	-8	nt	-24	-6	74	7	-1	78
CCN(CC)c1ccc(-c2nnc(SCC(=O)Nc3ccccc3C#N)n2-c2ccccc2)cc1	-3.7	4	15	5	-6	nt	56	-20	0	57
Cc1ccc(C)c2c1cc(C)c1nnc(SCc3ccccn3)n12	-0.6	15	7	-58	14	0	107	-7	0	114
Cc1cc(NC(=O)NC(=O)c2ccc(F)cc2F)n[nH]1	-0.4	25	8	-21	-47	nt	96	-22	-2	95
Cc1ccc(S(=O)(=O)Nc2cc(NC(=O)CN3CCOCC3)ccc2Cl)cc1	-2.3	10	5	4	6	0	87	-7	2	84
COc1ccc([N+](=O)[O-])cc1N(CC(O)CN(C)C)S(=O)(=O)c1ccccc1 (stereo not given)	-2.5	2	20	nt	-2	-11	91	-4	3	97
CC(Cc1cccs1)NC(=O)Nc1ccc(Cl)c(Cl)c1 (stereo not given)	-1.6	2	4	-12	-16	0	25	-15	1	37
O=C(CSc1nc(-c2ccccc2)cs1)NCc1ccco1	-2.9	18	14	-20	-20	0	81	-11	4	87
O=C(Nc1cccc2c1CCCC2)c1ccncc1	-0.7	8	7	-12	-44	nt	98	nt	5	93
C=CCN1C(=O)C2(c3ccccc31)C1CCCC=C1C(C#N)=C(N)C2(C#N)C#N (stereo not given)	-0.5	33	9	2	-9	0	96	-10	-3	98
Cc1cc(C)cc(Oc2ccccc2/C=N\O)c1	-0.6	6	13	22	-66	2	104	-13	8	90
COc1ccccc1N1CCN(C(=O)COc2ccc(C)cc2Br)CC1	-1.9	5	-15	-18	-25	0	82	-6	3	89
CN(C)c1ccnc(Oc2ccc(Cl)cc2)c1C#N	-1.1	6	-13	nt	-37	nt	92	-28	2	87
O=C(Nc1nc2cc3c(cc2s1)OCCO3)c1cccc(S(=O)(=O)N2CCOCC2)c1	nt	nt	-1	-13	nt	-1	nt	nt	-1	nt
CCC1(c2ccccc2)NC(=O)N(Cc2ccc(C(=O)OC)cc2)C1=O (stereo not given)	0.9	11	8	nt	-19	2	84	4	12	84
C/C(=N\NC(=O)CNC(=O)C(c1ccccc1)c1ccccc1)c1ccccc1	0.7	12	4	-24	-38	-11	106	9	14	92
Cn1nnnc1SCc1nc2ccccc2[nH]1	-1.1	7	13	2	1	-4	97	6	-2	92
